From PubChem BioAssay
Rtt109 HAT inh = inhibitors of Candida albicans Rtt109/Vps75 histone acetyltransferase. 330,000 tested, 0.16% active. purified Rtt109/Vps75, ThioGlo CoA-SH fluorescence, 4 h. AID 540336. Q5AAJ8. inhibition, % at 34.9 µM;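 active means inhibition of at least 50% in every replicate; inconclusive means best replicate reaches 50% inhibition but some replicates fall short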
Target sequence (Q5AAJ8 whole entry, looked up): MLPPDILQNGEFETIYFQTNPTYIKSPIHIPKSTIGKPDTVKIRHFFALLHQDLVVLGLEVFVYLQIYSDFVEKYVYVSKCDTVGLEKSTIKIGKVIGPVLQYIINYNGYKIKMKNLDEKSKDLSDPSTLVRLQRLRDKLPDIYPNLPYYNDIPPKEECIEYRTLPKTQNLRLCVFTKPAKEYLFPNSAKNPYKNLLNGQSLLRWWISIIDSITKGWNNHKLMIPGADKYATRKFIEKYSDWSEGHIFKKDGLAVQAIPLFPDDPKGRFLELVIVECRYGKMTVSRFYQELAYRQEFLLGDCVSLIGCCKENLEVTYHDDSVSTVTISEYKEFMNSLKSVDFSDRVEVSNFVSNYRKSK
LANA DNA inh = inhibitors of KSHV LANA C-terminal domain DNA binding | MBP-C-LANA/FAM-LBS DNA binding, fluorescence polarization | inhibition, % at 9 µM | 340,000 tested, 0.078% active | AID 504423;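 active means highest replicate inhibition at or above 60% at 9 µM, even if other replicates fall short; inactive means all replicates below 60% inhibition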;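 further: 0% = neutral control wells and 100% = 4 µM acridine orange control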
SR-BI uptake up = enhances SR-BI lipid uptake from DiI-HDL; 320,000 tested, 0.096% active; CHO ldlA[mSR-BI] cells, DiI-HDL uptake fluorescence, 3 h; 100 = double the neutral-control signal; activation, % at 12.5 µM;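 active means mean replicate activation of at least 60% and every replicate at or above 60%; inconclusive means mean or all-replicate condition met, but not both; inactive means mean below 60% and not all replicates reaching 60%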;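 further: 0% = median plate neutral-control signal and 100% = twice that signal; values of inactives mirror those of a sister screen read the other way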
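system = CHO ldlA[mSR-BI] cells, LDL receptor-null, SR-BI overexpressing | medium = Ham's F12 with 0.5% BSA, HEPES 25 mM, pH 7.4 | probe or stimulus = DiI-HDL 10 µg/mL | compound dosing = single-point compound dose | incubation = compound exposure 3 h, 37 °C | technique = DiI fluorescence, bottom read | read-out = cell-associated DiI fluorescence as measure of HDL uptake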
CAL PDZ FP-1 = inhibitors of human CAL PDZ peptide binding. 300,000 tested, 0.92% active. AID 602252. Q9HD26. purified CAL PDZ, TMR-peptide fluorescence polarization, 1 h. inhibition, % at 24.9 µM;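 active means mean inhibition of at least 30% with at least half of replicates also reaching 30%; inconclusive means no clear call, values can overlap the other calls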;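 further: 0% = DMSO neutral control and 100% = excess unlabeled competitor peptide PRC23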
CAL PDZ FP-2 = inhibitors of human CAL PDZ peptide binding | inhibition, % at 20 µM | purified CAL PDZ, TMR-peptide fluorescence polarization, 1 h | Q9HD26 | 330,000 tested, 0.02% active | AID 504414;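 active means highest replicate inhibition of at least 40%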;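 further: plate controls were DMSO neutral control wells for no effect and unlabeled competitor peptide control wells for full effect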
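Test system: tagged CAL PDZ domain / Buffer or medium: sodium phosphate/NaCl buffer pH 7.4 with TCEP, IgG, Thesit / Reagent: TMR-labelled reporter peptide T*-PRC34 bound in PDZ groove / Compound dosing: single point, 20 µM / Schedule: 1 h incubation at room temperature before polarization reading / Technique: fluorescence polarization (mP) / Benchmarks: unlabelled peptide, DMSO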
PKA-R2B activ = PKA-R2B complex activation. P22694+P31323. PKA-R2B holoenzyme dissociation, Cy5-IP20 fluorescence polarization; R2B truncated from residue 108, S112A mutant; 0% DMSO only, 100% 113 µM cGMP. activation, % at 11.4 µM. 340,000 tested, 0.079% active;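 active means activation above a cutoff set at the mean over all compounds plus 3 SD, cut at about 18% in these data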;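 further: higher means more holoenzyme dissociation and a rise in polarization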
RTF Ca sens inh = cardiac RTF calcium desensitization. P19429+P45379. IANBD-labeled cardiac RTF, Ca2+ fluorescence. inhibition, % at 7.15 µM. 340,000 tested, 0.12% active. AID 493244;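 active means inhibition above the mean inhibition of all tested compounds plus 3 SD, cut at about 17% in these data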;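 further: assay run at fixed EC70 calcium of 1.6 mM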
DAGLB inh = diacylglycerol lipase beta (human) inhibition | Q8NCG7 | HEK293T DAGLB membrane lysate, EnzChek fluorogenic substrate | inhibition, % at 5.17 µM | 340,000 tested, 0.059% active | AID 504411; in the data active means inhibition above about 34%;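 further: 0% = enzyme with vehicle and 100% = wells lacking enzyme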
Target sequence (Q8NCG7 whole entry, looked up): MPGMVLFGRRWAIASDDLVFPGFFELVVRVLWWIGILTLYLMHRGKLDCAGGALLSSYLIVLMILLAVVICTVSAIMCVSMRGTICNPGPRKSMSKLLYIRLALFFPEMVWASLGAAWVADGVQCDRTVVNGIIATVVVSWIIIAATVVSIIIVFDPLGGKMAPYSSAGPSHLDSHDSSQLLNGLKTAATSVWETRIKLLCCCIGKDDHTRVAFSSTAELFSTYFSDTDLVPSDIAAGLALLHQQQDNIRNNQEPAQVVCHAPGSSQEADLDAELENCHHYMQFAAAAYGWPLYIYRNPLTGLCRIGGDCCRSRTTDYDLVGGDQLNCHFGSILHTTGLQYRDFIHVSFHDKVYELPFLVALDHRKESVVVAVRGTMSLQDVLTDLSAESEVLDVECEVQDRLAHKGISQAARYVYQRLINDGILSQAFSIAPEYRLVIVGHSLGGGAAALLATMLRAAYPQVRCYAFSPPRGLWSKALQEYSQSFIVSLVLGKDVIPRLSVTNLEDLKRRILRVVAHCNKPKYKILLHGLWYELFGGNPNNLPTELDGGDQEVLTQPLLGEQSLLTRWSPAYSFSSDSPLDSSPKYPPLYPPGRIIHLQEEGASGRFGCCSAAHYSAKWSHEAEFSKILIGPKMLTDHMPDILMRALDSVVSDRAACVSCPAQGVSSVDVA
Keap1-Nrf2 PPI = Keap1-Nrf2 (human) interaction inhibition. Q14145. inhibition, % at 9.4 µM. AID 504523. 340,000 tested, 0.15% active. Keap1 Kelch-Nrf2 peptide fluorescence polarization, 1536-well; in the data active means inhibition above about 12%; inconclusive means no clear call, values can overlap the other calls; inactive means below about 7.3%;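 further: human Keap1 Kelch domain with fluorescein labeled Nrf2 9mer peptide probe; 0% = neutral control wells and 100% = peptide positive control; higher means more block of Keap1 binding to Nrf2 peptide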
RTF Ca sens act = cardiac RTF calcium sensitization; IANBD-labeled TnC RTF fluorescence at EC20 calcium; 0% EC20 calcium, 100% full calcium; P19429+P45379; AID 493008; activation, % at 7.2 µM; 340,000 tested, 0.24% active;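 active means activation above the mean over all tested compounds plus 3 SD, cut at about 30% in these data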;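 further: rise in fluorescence read as greater calcium sensitivity of cardiac thin filaments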
Active calls of the source: *; ? = inconclusive; . = not tested or not shown.

SMILES	Rtt109 HAT inh	LANA DNA inh	SR-BI uptake up	CAL PDZ FP-1	CAL PDZ FP-2	PKA-R2B activ	RTF Ca sens inh	DAGLB inh	Keap1-Nrf2 PPI	RTF Ca sens act
COc1cccc2cc(C(=O)OCC(=O)NC3CCCC(C)C3C)c(=O)oc12 (stereo unspecified)	2	-2.0	11	.	-1.0	-3	7	-2	-2	-3
CC(C)C(NC(=O)c1ccc(F)cc1)C(=O)N1CCN(C(=O)c2ccco2)CC1 (stereo unspecified)	-2	-1.1	10	11	0.1	-2	-2	0	-1	3
CC(C)OCCCn1c(SCC(=O)N2CCCC2=O)nc2ccccc2c1=O	-8	-1.5	1	-3	-2.2	5	-3	-1	1	2
CC#CCN1c2ccccc2[C@]23C[C@@H](C(=O)OC)N(C(=O)NC4CCCCC4)C2=NC(C(=O)OC)=C(C(=O)OC)[C@H]13	-4	0.8	-1	-2	1.4	3	-1	0	-4	0
Cc1ccc(CNC(=O)CCc2nc3ccccc3c(=O)[nH]2)cc1	0	-1.9	9	-4	-0.2	6	-9	1	-3	-2
Cc1c(CN2CCN(C)C(CCO)C2)[nH]c2c(Cl)cccc12 (stereo unspecified)	-4	-1.0	0	-2	0.0	4	-9	-5	-3	-1
Cc1cc(C(=O)Nc2ccc(CC(=O)O)cc2)c(C)o1	4	0.1	.	.	-0.9	-5	1	-1	-2	2
COC(=O)c1oc2ccc(Br)cc2c1NC(=O)CCN1CCOCC1	3	-1.7	5	-2	-1.2	-2	-1	-1	-5	0
Cc1ccc(CNC(=O)CN(c2ccc(Cl)cc2)S(C)(=O)=O)cc1	0	-1.4	.	.	-1.2	-13	0	-1	-6	7
COC(=O)c1cccc(NC(=O)NC(=O)c2ccccc2Cl)c1	-6	0.0	-14	.	0.3	3	-1	-3	3	-2
Cc1csc(SCC(=O)Nc2cccc(C)c2C)n1	12	-0.3	-9	-4	0.4	-6	11	-2	2	-2
COc1ccc(CNc2n[nH]c(NCc3ccc(OC)c(OC)c3)n2)cc1OC	-6	-1.5	-35	3	-1.0	7	-6	-3	0	1
Cc1ccc(S(=O)(=O)c2c(N)n(NC(=O)c3ccccc3C)c3nc4ccccc4nc23)cc1	-16	0.0	-6	.	-1.3	-8	-1	0	-3	2
CCOC(=O)N1CCC(Nc2nc3ccccc3n3cnnc23)CC1	-6	0.5	12	.	-0.2	-5	-10	3	-3	3
Cc1nc2ccc(NC(=O)c3cccc(S(=O)(=O)N4CC(C)OC(C)C4)c3)cc2s1 (stereo unspecified)	-11	-0.2	-55	-7	-2.0	-11	-4	-1	-7	7
O=C(Nc1cccc2ccccc12)c1cccc([N+](=O)[O-])c1	4	-0.7	.	-2	0.3	4	-5	2	-4	4
COc1ccc(CCN(C)C(=O)Cn2c(=O)oc3ccccc32)cc1OC	17	-0.5	.	0	-0.5	0	8	0	3	-4
O=C(CN1C(=O)NC(c2ccccc2)(c2ccccc2)C1=O)NCc1ccc(F)cc1	5	-2.1	-2	-2	0.0	-1	-6	1	0	-1
CC[C@]1(C(=O)OC)[C@H]2C(=O)N(C)C(=O)[C@H]2[C@H]2CN(C)C(=NC)N21	2	-1.4	12	-16	1.2	-1	-3	-1	1	-5
O=C(NCc1ccc(Cl)cc1)c1cc(-c2cccs2)on1	-6	-1.4	-8	.	-2.7	-6	-4	-18	-2	-1
CCOc1ccc(C(=O)Nc2cccc(SC)c2)cc1	.	.	-20	0	-1.6	-12	-12	-4	3	3
CCOc1ccc(NC(=O)CSc2nnc(-c3ccccc3)n2N)cc1	4	0.1	-20	2	-1.6	8	-3	-7	-5	8
CN(C)c1ccc(/C=N/NC(=O)c2cccc(C(=O)N/N=C/c3ccc(N(C)C)cc3)n2)cc1	3	-1.3	20	0	-2.8	0	-16	2	-1	-4
CC(C)c1ccc(C2OCCCO2)cc1	9	-0.3	-2	.	0.0	1	2	-2	-5	-10
CSc1ccc(/C=N/Nc2nc(C)cc(=O)[nH]2)cc1	-3	-0.1	-7	-1	0.1	0	13	2	4	-1

Reprinted from the part before: seven entries; new compounds follow.
SMILES	Rtt109 HAT inh	LANA DNA inh	SR-BI uptake up	CAL PDZ FP-1	CAL PDZ FP-2	PKA-R2B activ	RTF Ca sens inh	DAGLB inh	Keap1-Nrf2 PPI	RTF Ca sens act
CC[C@]1(C(=O)OC)[C@H]2C(=O)N(C)C(=O)[C@H]2[C@H]2CN(C)C(=NC)N21	2	-1.4	12	-16	1.2	-1	-3	-1	1	-5
O=C(NCc1ccc(Cl)cc1)c1cc(-c2cccs2)on1	-6	-1.4	-8	.	-2.7	-6	-4	-18	-2	-1
CCOc1ccc(C(=O)Nc2cccc(SC)c2)cc1	.	.	-20	0	-1.6	-12	-12	-4	3	3
CCOc1ccc(NC(=O)CSc2nnc(-c3ccccc3)n2N)cc1	4	0.1	-20	2	-1.6	8	-3	-7	-5	8
CN(C)c1ccc(/C=N/NC(=O)c2cccc(C(=O)N/N=C/c3ccc(N(C)C)cc3)n2)cc1	3	-1.3	20	0	-2.8	0	-16	2	-1	-4
CC(C)c1ccc(C2OCCCO2)cc1	9	-0.3	-2	.	0.0	1	2	-2	-5	-10
CSc1ccc(/C=N/Nc2nc(C)cc(=O)[nH]2)cc1	-3	-0.1	-7	-1	0.1	0	13	2	4	-1
CC(Oc1ccccc1[N+](=O)[O-])C(=O)N/N=C/c1ccoc1 (stereo unspecified)	23	-1.5	-14	-1	-2.0	-11	-6	-4	0	-8
COc1ccc(-c2ccc(NCCC3=CCCCC3)nn2)cc1OC	-10	1.1	-75	-1	-0.6	-7	-7	-4	0	4
CCOC(=O)N1CCN(C(c2ccc(F)cc2)c2sc3nc(C)nn3c2O)CC1 (stereo unspecified)	5	-1.1	11	1	1.0	-9	1	0	-6	-3
Cc1nn(CCS(=O)(=O)c2ccc(Cl)cc2)c(C)c1Br	-1	-1.9	?	.	-0.5	.	.	.	-3	.
CN(Cc1nc(-c2cccs2)no1)CC1(N2CCOCC2)CCCCC1	-12	-0.1	.	-2	-1.1	5	-8	-2	-4	-1
Cc1ccc(S(=O)(=O)N(C)Cc2ccc(C(=O)NN=C(CC(C)C)CC(C)C)cc2)cc1	5	0.8	-44	-6	-0.9	-6	-4	-11	-11	10
CCCOc1ccc(N2C(=O)CC(N3CCN(S(=O)(=O)c4ccccc4)CC3)C2=O)cc1 (stereo unspecified)	.	0.0	-5	-4	-0.9	0	-4	-1	-1	-2
Cc1ccsc1/C=N/NC(=O)c1ccc(Cn2cc(Br)cn2)o1	-8	0.2	3	-2	0.3	-1	-13	1	4	-3
Cc1ccnc(NC(=O)COc2ccc3c(c2)CCC3)c1	-2	6.1	17	-10	-0.6	-3	7	-19	0	-2
CCOC(=O)c1cnn2c(C(F)(F)F)cc(-c3ccco3)nc12	-6	0.4	-38	0	-0.4	-7	2	-1	-2	-6
O=C(NCCN1CCCCC1)c1ccc(/C=N/O)nc1	1	-1.9	22	1	-0.5	3	1	-3	3	-3
Cc1ccc(/C=N\NC(=O)C2CN(S(=O)(=O)c3ccccc3)CCN2S(=O)(=O)c2ccccc2)cc1 (stereo unspecified)	-5	1.8	-12	.	-0.8	-15	-5	4	-2	-1
Cc1cc(N/C(=N\S(=O)(=O)c2ccc(F)cc2F)c2ccccc2)no1	19	-0.5	24	.	-1.8	14	-6	-3	-2	3
Cc1cccc(C(=O)Oc2ccc(/C=N/NC(=O)c3ccc(O)cc3)cc2)c1	-6	-1.4	-20	-2	-0.5	7	-5	0	4	-4
Cc1ccc2c(c1)C1CN(C)CCC1N2CC(=O)N(C)c1ccccc1 (stereo unspecified)	8	0.3	22	5	-2.4	-13	-6	-3	2	8
O=C1Cc2cc(O)ccc2O1	-4	0.6	-1	.	0.1	4	3	-2	-2	2
CCN1C(=O)/C(=C\N2CCN(c3ccc(F)cc3)CC2)SC1=S	16	0.5	-38	0	-2.7	-1	4	-6	-3	-1
C[n+]1ccn(CC(=O)c2ccc(Br)cc2)c1	.	-1.0	25	-2	-0.7	2	6	-1	-2	-2
CCn1c2ccccc2c2cc(/C=N/n3cn[nH]c3=S)ccc21	12	-0.3	-7	3	-1.3	3	-4	5	-1	1
Cc1ccc(-c2nc(SCC(=O)N(C)c3c(N)n(Cc4ccccc4)c(=O)[nH]c3=O)n[nH]2)cc1	2	0.0	3	-3	-5.5	6	-3	5	2	0
Cc1csc(NC(=O)c2ccc(Cn3nc(C)c(Br)c3C)o2)n1	-7	-0.9	0	-4	-1.7	4	-6	-1	6	1
COc1ccccc1CNC(=O)C1CCC(CNS(=O)(=O)c2ccc(C)cc2)CC1 (stereo unspecified)	9	-0.1	-32	1	.	-1	0	-2	-4	4
N/C(=N\OC(=O)Cc1cccc2ccccc12)c1ccccn1	-4	0.2	8	-4	-3.2	-1	-12	-1	-3	2
O=C1C2CC=CCC2C(=O)N1c1ccc(Cc2ccncc2)cc1 (stereo unspecified)	.	1.4	6	-3	-1.9	5	-10	0	-2	6
O=C1CC(c2cc3c(cc2Br)OCO3)C2=C(CCCC2=O)N1 (stereo unspecified)	-4	4.3	-8	4	.	2	-1	-1	-1	-6
Cc1cc2sc3nc(=O)n(-c4ccccc4)c(=O)n3c2cc1C	-9	0.1	.	7	-1.5	-17	3	-2	1	0

Compounds as they come, and some 1.6% of all compounds hit somewhere here.
